High-throughput results: PubChem BioAssay, National Center for Advancing Translational Sciences (NCATS)
ELG1 genotox: qHTS screen for small molecules that induce genotoxicity in human embryonic kidney (HEK293T) cells expressing luciferase-tagged ELG1. HEK293T ELG1-luciferase reporter, luminescence, 16 h. Potency, µM (doses to about 46 µM), for inactives: top-dose activity change, positive = activation, hits mostly activators. 330,000 compounds, 1.3% hits; further: potency means the concentration at half of the fitted maximal effect; % of control where 0% means no effect; nearly all actives have a fitted effect of over 60% in size
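Reporter readout depends on ELG1 protein level, which increases with genetic stress. After 16 hr compound exposure at 37 °C, luciferase activity was quantified using ONE-Glo.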
BRCA1 expr act: qHTS Assay to Identify Small Molecule Activators of BRCA1 Expression | MCF7-BRCA1-FFLuc reporter, luminescence, 48 h; response scale: scaled: vehicle 0%, 10 µM genistein 100% | Potency, µM (doses to about 46.1 µM), for inactives: at the highest dose activation, usual class: activators | AID 624202, 2012 | 380,000 compounds, 1.1% hits; further: potency means the concentration at half of the fitted maximal effect; nearly all actives have a fitted effect of over 80% in size; some results filed as inactive show a strong effect at the top dose
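Activators of BRCA1 expression were detected as increased firefly luciferase luminescence in engineered MCF7 cells after 48 h compound incubation. Signals were scaled to genistein 10 microM as full activation.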
Giardia killer: Small Molecules that selectively kill Giardia lamblia: qHTS; Giardia lamblia trophozoite viability; activity change, % at 7.66 µM, hits read low; 340,000 compounds, 0.15% hits; in the data active means activity change below about -80%; inconclusive means between about -30% and that limit;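 further: parasites exposed to compound for two days anaerobically before the ATP read; on the % scale 0 is the no-effect control and ±100 the full control effect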
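Compounds were tested on trophozoites seeded at 100 cells/well and held 48 hrs at 37 deg C anaerobically. An ATP-based luminescent kit measured the remaining live cells.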
p53 reactivator: qHTS assay for re-activators of p53 using a Luc reporter; H1299 p53-A138V BP100-luciferase reporter, luminescence, 24 h; Potency, µM (top dose mostly 92.2 µM), inactives show at the highest dose activity change, positive = activation, actives largely listed as activators; 320,000 compounds, 0.063% hits; AID 504706, 2011; further: potency means the concentration at half of the fitted maximal effect; % of control where 0% means no effect; nearly all actives have a fitted effect of over 45% in size
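H1299 (p53-null), stable ts p53-A138V + BP100-Luc; 1000 cells/well, Opti-MEM/10% FBS; cpd 4 pt, 1:5; 24 h, 37 deg C, 5% CO2; detection reagent 10 min RT; luminescence.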
Starred values were filed as active, the others as inactive; ? = inconclusive. Unless noted, the call rests on the fitted dose curve; in most records, active means well fitted activation curve with a large enough effect; inconclusive means small, poorly fitted or top-dose-only effect; inactive means no such curve, though single readings can be large or run the other way. Not all compounds are listed; count on the stated rates, not on these rows.

Molecule | ELG1 genotox | BRCA1 expr act | Giardia killer | p53 reactivator
COc1ccc(C)cc1NC(=O)C(OC(=O)C1=NNC(=O)CC1)c1ccccc1 (centres undefined) | 1% | -22% | -5 | 7%
C=CC[C@H](CC(=O)NCCO)C(=O)N[C@H](COC(=O)[C@@H](CC=C)CC(=O)OC(C)(C)C)Cc1ccccc1 | 0% | 0% | -16 | -1%
Cc1ccc(OC(C)C(=O)OCC(=O)Nc2sccc2C(N)=O)cc1 (centres undefined) | 0% | -12% | -8 | 15%
CC[C@@H]1C/C=C\Cc2ccccc2[C@H](C(=O)C[C@@H](O)CC(C)=O)OC1=O | -4% | 0% | -15 | ?
CCOc1cc(N2CCOCC2)c(OCC)cc1NC(=O)COC(=O)c1ccc([N+](=O)[O-])o1 | 0% | 0% | -7 | 9%
O=C(COc1cccnc1[N+](=O)[O-])Nc1cccc(Br)c1 | ? | 11µM* | -25 | 23%
CC(OC(=O)c1cc(S(=O)(=O)N2CCOCC2)ccc1F)C(=O)NCC1CCCCC1 (centres undefined) | 1% | -10% | 19 | 0%
COC(=O)c1ccc2[nH]c(C3(O)CCCCC3)c(C)c2c1 | 15% | ? | 8 | ?
CC(=NNC(=O)c1ccc(NS(=O)(=O)c2cccs2)cc1)c1ccc(OCC(N)=O)cc1 | 2% | -4% | -18 | -1%
O=C(CSc1nc2cc(Cl)ccc2s1)NCC1CCCO1 (centres undefined) | -3% | 19% | -13 | -3%
CCOc1ccc(NC(=O)Cc2ccc(S(=O)(=O)N3CCCCC3)cc2)cc1OCC | -1% | -24% | -10 | -4%
O=C(Nc1nncs1)c1cc(-c2ccco2)nc2ccccc12 | -4% | -1% | -11 | -3%
CC(=O)c1cccc(NC(=O)COC(=O)Cn2cnc3ccccc32)c1 | 0% | 8% | 17 | 0%
Cc1noc(C)c1S(=O)(=O)N(C)C[C@H]1Oc2ccc(NS(=O)(=O)c3ccccc3)cc2C(=O)N([C@H](C)CO)C[C@@H]1C | 0% | 4% | -28 | 10%
O=C(NNC(=O)c1ccccc1F)c1cccc(S(=O)(=O)N2CCc3ccccc32)c1 | -1% | -25% | -11 | 1%
O=C(COC(=O)c1ccccc1Br)NC1CCCCCCC1 | -1% | 21% | -11 | ?
Cc1ccc(S(=O)(=O)N2CCOCC2)cc1NC(=O)COC(=O)COc1ccccc1[N+](=O)[O-] | 5% | -23% | -7 | 7%
COc1ccc(CNC(=O)COC(=O)C(CCSC)N2C(=O)c3ccccc3C2=O)cc1 (centres undefined) | 0% | 15% | -3 | 7%
COc1ccc(-c2sc3ccccc3c2-c2ccc(O)cc2)cc1 | 0% | 0% | -2 | -4%
O=C1c2ccccc2NC(c2ccc(-c3ccc(C(F)(F)F)cc3)o2)N1O (centres undefined) | 10% | -64% | -10 | 19%

Sorted by count of non-hydrogen atoms (descending): part of the list above
Molecule | ELG1 genotox | BRCA1 expr act | Giardia killer | p53 reactivator
Cc1noc(C)c1S(=O)(=O)N(C)C[C@H]1Oc2ccc(NS(=O)(=O)c3ccccc3)cc2C(=O)N([C@H](C)CO)C[C@@H]1C | 0% | 4% | -28 | 10%
C=CC[C@H](CC(=O)NCCO)C(=O)N[C@H](COC(=O)[C@@H](CC=C)CC(=O)OC(C)(C)C)Cc1ccccc1 | 0% | 0% | -16 | -1%
Cc1ccc(S(=O)(=O)N2CCOCC2)cc1NC(=O)COC(=O)COc1ccccc1[N+](=O)[O-] | 5% | -23% | -7 | 7%
CCOc1cc(N2CCOCC2)c(OCC)cc1NC(=O)COC(=O)c1ccc([N+](=O)[O-])o1 | 0% | 0% | -7 | 9%
COc1ccc(CNC(=O)COC(=O)C(CCSC)N2C(=O)c3ccccc3C2=O)cc1 (centres undefined) | 0% | 15% | -3 | 7%
CCOc1ccc(NC(=O)Cc2ccc(S(=O)(=O)N3CCCCC3)cc2)cc1OCC | -1% | -24% | -10 | -4%
COc1ccc(C)cc1NC(=O)C(OC(=O)C1=NNC(=O)CC1)c1ccccc1 (centres undefined) | 1% | -22% | -5 | 7%
CC(=O)c1cccc(NC(=O)COC(=O)Cn2cnc3ccccc32)c1 | 0% | 8% | 17 | 0%
Cc1ccc(OC(C)C(=O)OCC(=O)Nc2sccc2C(N)=O)cc1 (centres undefined) | 0% | -12% | -8 | 15%
COc1ccc(-c2sc3ccccc3c2-c2ccc(O)cc2)cc1 | 0% | 0% | -2 | -4%
O=C(Nc1nncs1)c1cc(-c2ccco2)nc2ccccc12 | -4% | -1% | -11 | -3%
COC(=O)c1ccc2[nH]c(C3(O)CCCCC3)c(C)c2c1 | 15% | ? | 8 | ?

The main list resumes; the two compounds before the break are reprinted first.
Molecule | ELG1 genotox | BRCA1 expr act | Giardia killer | p53 reactivator
COc1ccc(-c2sc3ccccc3c2-c2ccc(O)cc2)cc1 | 0% | 0% | -2 | -4%
O=C1c2ccccc2NC(c2ccc(-c3ccc(C(F)(F)F)cc3)o2)N1O (centres undefined) | 10% | -64% | -10 | 19%
Nc1cc(C(=O)OCC(=O)Nc2cccc(S(=O)(=O)N3CCOCC3)c2)ccc1Cl | -2% | -24% | -22 | -3%
COc1ccc(-c2ccc3c(c2)S(=O)(=O)c2cccc(C(=O)N4CCN(c5c(Cl)cncc5Cl)CC4)c2C3=O)cc1OC | -5% | -35% | -2 | -2%
COc1ccc(CCNC(=O)COC(=O)/C=C/c2ccc(OC)cc2OC)cc1 | 0% | -21% | 0 | -2%
CC1CCCC(NC(=O)CN2C(=O)NC(C)(c3cc(F)ccc3F)C2=O)C1C (centres undefined) | -1% | -27% | -17 | -7%
COc1ccc(-n2cnnc2SCC(=O)NC2CCCCC2)cc1 | 0% | -23% | -3 | -3%
C[C@H](CO)N1C[C@H](C)[C@@H](CN(C)C(=O)Nc2ccc3c(c2)OCO3)Oc2ccc(NS(=O)(=O)c3ccc(F)cc3)cc2C1=O | 0% | 3% | -3 | 7%
CC1(C)CC[C@]2(C(=O)O)CC[C@]3(CO)C(=CCC4[C@@]5(C)C[C@H](O)[C@H](O)[C@@](C)(C(=O)O)C5CC[C@]43C)[C@@H]2C1 (some centres undefined) | 3% | 14% | -5 | 0%
CCc1noc(C)c1C(=O)OCC(=O)NCc1ccc(Cl)cc1 | -1% | 78% | 7 | -3%
CN(C)C(=O)CCc1ccc2c3c([nH]c2c1)[C@]1(C)[C@@H](C(=O)N2CCCCC2)C[C@H](CC(=O)NCCCn2ccnc2)C(=O)N1CC3 | 5% | 7% | 18 | -2%
N#CCCN(Cc1cccnc1)C(=S)NC(=O)c1ccccc1 | 2% | -18% | -1 | -5%
O=C(CSc1n[nH]c(=O)n1C1CC1)Nc1ccc(F)c(Cl)c1 | 1% | -11% | -9 | -8%
COc1ccc2[nH]c3c(c2c1)CCN1C(=O)C(CC(=O)NCc2cccc(C(F)(F)F)c2)C[C@H](C(=O)N2CCCCC2)[C@@]31C (some centres undefined) | -7% | -57% | 13 | -2%
Cn1cnnc1SCC(=O)NC1CC1 | 2% | 20% | -5 | -2%
C[C@H](CO)N1C[C@H](C)[C@@H](CN(C)Cc2ccccc2)Oc2c(NS(=O)(=O)c3cn(C)cn3)cccc2C1=O | -1% | 9% | -5 | 1%
CC(=O)c1c(C)[nH]c(C(=O)CN(C)CC(=O)Nc2ccccc2Cl)c1C | -9% | -34% | 2 | -12%
CCc1ccc([C@H]2C(C(=O)O)=C[C@@H](C(C)(C)C)N2S(=O)(=O)c2ccc(C)cc2)cc1 | -4% | 4% | ? | 0%
C=CCn1c(SCC(=O)Nc2cc(C)on2)nnc1-c1ccccc1OC | 0% | -3% | 19 | -2%
O=C(NN=Cc1ccc(N2CCOCC2)s1)c1ccc([N+](=O)[O-])cc1 | -9% | -37% | -17 | 8%
C=CCC[C@@H](Cc1ccc(F)cc1)C(=O)OC[C@@H](Cc1c[nH]c2ccccc12)NC(=O)[C@@H](CC=C)CC(=O)N(CCO)Cc1ccccc1 | -13% | -78% | 18 | 8%
COc1cc(Cl)c(C)cc1NC(=O)CN1C(=O)C2CC=CCC2C1=O (centres undefined) | -3% | -28% | 28 | -4%

(further entries)
Molecule | ELG1 genotox | BRCA1 expr act | Giardia killer | p53 reactivator
C=CC[C@@H](CC(=O)NCCO)C(=O)N[C@@H](COC(=O)[C@@H](CC=C)CC(=O)OC(C)(C)C)Cc1c[nH]c2ccccc12 | -4% | 3% | -16 | -1%
CCn1c(C)nc2cc(C(=O)NN=Cc3ccc([N+](=O)[O-])cc3)ccc21 | -1% | -21% | 21 | 5%
COC(=O)c1c(-c2ccccc2OC)sc2cc3c(cc12)OCO3 | 0% | -37% | 4 | 15%
O=C1CC/C=C\C[C@@H](CC(=O)N(CCO)Cc2ccccc2)C(=O)N[C@H](Cc2c[nH]c3ccccc23)CO1 | 0% | 3% | 7 | -4%
CNC[C@@H]1Oc2c(NC(=O)Nc3ccc(F)cc3)cccc2C(=O)N([C@H](C)CO)C[C@@H]1C | 1% | 4% | -7 | -2%
COc1cc(OC)cc(C(=O)NCC(=O)NCc2ccccn2)c1 | 1% | 1% | 10 | -1%
C[C@H](CO)N1C[C@H](C)[C@@H](CN(C)S(=O)(=O)c2cccs2)Oc2ccc(NS(=O)(=O)c3ccccc3)cc2CC1=O | 0% | -3% | 5 | -3%
CC(C)(C)NC(=O)CC1C[C@H](C(=O)N2CCOCC2)[C@@]2(C)c3[nH]c4ccccc4c3CCN2C1=O (some centres undefined) | 2% | 26% | -11 | 3%
CCN(CC)S(=O)(=O)c1ccc(N2CCOCC2)c(NC(=O)c2cc(Cl)c3c(c2)OCO3)c1 | 0% | -33% | -2 | -5%
Cc1noc(C)c1S(=O)(=O)Nc1ccc2c(c1)C(=O)N([C@H](C)CO)C[C@H](C)[C@@H](CN(C)C(=O)Nc1ccc3c(c1)OCO3)O2 | 0% | 17% | 7 | -3%
CCOC(=O)c1c(C)[nH]c(C(=O)COC(=O)c2ccc([N+](=O)[O-])o2)c1C | 11% | -24% | -6 | ?
O=C(COC(=O)Cc1ccc(Cl)cc1)NCc1cccs1 | 0% | 1% | 3 | -2%
COCCNC(=O)c1cc(-c2ccccc2C)nn1CC1CC(c2cccnc2)=NO1 (centres undefined) | 0% | 2% | 1 | -8%
O=C(/C=C/CCc1ccc2c(c1)OCO2)N1CCCCC1 | 6% | 45% | 3 | 10%
Cc1cc(C)n2c(SCC(=O)Nc3cccc(S(N)(=O)=O)c3)nnc2n1 | 0% | -22% | 5 | 3%
O=C(COC(=O)c1cnc(Cl)c(Cl)c1)Nc1cccc(S(=O)(=O)N2CCOCC2)c1 | 4% | -5% | 3 | 10%
CC(SCC(=O)Nc1ccccc1Br)c1nc2ccccc2c(=O)[nH]1 (centres undefined) | -5% | 2% | -23 | -2%
CCOC(=O)[C@@H]1[C@H]2COc3cc(OC)ccc3[C@H]2N2C(=O)N(c3cccc(F)c3)C(=O)[C@@]12C | -2% | 0% | -29 | -1%
CCOC(=O)[C@H]1[C@H]2COc3cc(OC)ccc3[C@@H]2N2C(=O)CN(Cc3ccc(Cl)cc3)C(=O)[C@@]12C | -1% | 0% | 18 | -6%
COc1cc(OC)cc(C(=O)N[C@H](C(=O)OCC(=O)c2c[nH]c3ccccc23)C(C)C)c1 | -3% | -39% | 7 | -7%
